SSB-PriA inh = blocks PriA binding to SSB C-terminal tail | AID 1272365 | AlphaScreen SSBct-PriA binding, biotinylated peptide | actives 0.6% (n = 430,000) | inhibition, % at 33 µM; in the data active means inhibition mostly above about 37%, no sharp cut-off; inactive means mostly below about 20%;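 further: plate controls were negative control peptide for no effect and reference peptide for full effect; strong numbers were not always called active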
* = called active by the depositor; & = joins results of further samples.

SMILES | SSB-PriA inh
COc1ccc(C=NNC(=O)c2ccc(O)cc2O)cc1CSc1ccccn1 | 7
CCOCC(=O)Nc1cc(N2CCCS2(=O)=O)ccc1OC | 2
Cc1cc2ncc(CCCNC(=O)c3ccc(-c4ccsc4)cc3)cn2n1 | -6
Cc1ccccc1-c1noc(CC2CCCN(C(=O)Cc3noc4ccccc34)C2)n1 (configuration not stated) | -9
COC(=O)NN=C(C)c1ccco1 | -21
CN(N=Cc1ccccc1)C(=S)c1ccccc1 | 9
Cc1ccc(NS(=O)(=O)c2cccc(C(=O)NN=Cc3c(C)nn(-c4ccccc4)c3N3CCCC3)c2)c(C)c1 | 5
Cc1ccsc1/C=C1\Oc2c(ccc3c2CN(CC2CCCO2)CO3)C1=O (configuration not stated) | 5
CC1=C(C#N)C(C=NOCc2ccc(F)cc2Cl)CC(=O)N1 (configuration not stated) | -5
O=C(CSC1=NS(=O)(=O)c2cc(Cl)ccc2N1)Nc1ccc(C(F)(F)F)cc1 | -14
CCOc1ccc(OCC)c(S(=O)(=O)NCCOc2ccc3nnc(C)n3n2)c1 | -7
CC(=O)Nc1ccc(NS(=O)(=O)c2cc(S(=O)(=O)Nc3ccc(NC(C)=O)cc3)c3cccc4c3c2SC4=O)cc1 | -3
COc1ccc2oc(=O)c(S(=O)(=O)c3ccc(Cl)c(Cl)c3)cc2c1 | -7
CCCCCN(C(=O)NC(=O)Nc1cccc([N+](=O)[O-])c1)S(=O)(=O)c1ccccc1 | -7
O=C(NN=C/C(Br)=C\c1ccccc1)c1n[nH]c2c1CCC2 | -3
Cc1noc(C)c1C(=O)N1CCC[C@H](Cc2nc(-c3cnccn3)no2)C1 | -13
CC(C)N1CCc2c(sc(NC(=O)c3ccc(Cl)s3)c2-c2nc3ccccc3s2)C1 | -11
O=C(NCc1cccnc1)c1ccc(Cn2cnc3ccccc32)o1 | 7
O=C(c1cc(=O)c(OCc2ccccc2)co1)N1CCN(c2ncccn2)CC1 | -18
Cc1ccc(C(=O)Nc2c(C)cccc2C(C)C)cc1C | -7

Given as tab-separated lines: 6 of the compounds above
Molecule	SSB-PriA inh
COc1ccc(C=NNC(=O)c2ccc(O)cc2O)cc1CSc1ccccn1	7
CCOCC(=O)Nc1cc(N2CCCS2(=O)=O)ccc1OC	2
Cc1cc2ncc(CCCNC(=O)c3ccc(-c4ccsc4)cc3)cn2n1	-6
Cc1ccccc1-c1noc(CC2CCCN(C(=O)Cc3noc4ccccc34)C2)n1 (configuration not stated)	-9
COC(=O)NN=C(C)c1ccco1	-21
CN(N=Cc1ccccc1)C(=S)c1ccccc1	9

Carrying on.
SMILES | SSB-PriA inh
COCCNC(=O)CCCn1nc(-c2ccc(C)cc2)ccc1=O | -12
COc1ccc(-c2nn3c(N4CCN(C5CCCCC5)CC4)cc(C)nc3c2C)cc1OC | -1
O=C(NCCS(=O)(=O)N1CCN(c2ncccn2)CC1)c1cc(=O)c2ccccc2o1 | -3
O=C(O)c1ccncc1Br | 0
CN(CC#CCNC(=O)C(C)(C)C)Cc1ccccc1 | -4
COc1ccc(CNC(=O)NC[C@H](O)c2ccoc2)cc1 | 4
Cc1cnc(C(=O)N2CCN(c3ncccn3)CC2)cn1 | -3
N#Cc1c(-c2ccccc2)cc(-c2ccccc2)[nH]c1=S | 7
Cc1onc(-c2ccccc2Cl)c1C(=O)Nc1cnn(C2CCOCC2)c1 | -15
CN(C)CCOC(=O)c1ccc2c(c1)C(=O)c1ccccc1-2 | 8
O=S(=O)(NCc1ccsc1)c1cccc2cccnc12 | -2
Cc1nc2sccn2c(=O)c1NC(=O)C(c1ccccc1)c1ccccc1 | -9
Cc1ccc(CC(=O)N2CCNC(=O)C2(C)C)cc1 | -9
CC1CCCC(C)N1N=Cc1ccc(O)c(O)c1 (configuration not stated) | -2
COCCN(CCOC)S(=O)(=O)c1ccc(C(=O)Nc2ccc(Br)cc2C(=O)c2ccccc2)cc1 | -2
Cc1nc(-c2ccccc2NC(=O)c2cncc(Br)c2)cs1 | -7
CCN(CC)c1ccc(C=NN2CCOCC2)cc1 | 3
COCCNC(=O)c1ccc2c(=O)n(CC(C)C)c(SCC(=O)c3c[nH]c4ccccc34)nc2c1 | 1
CCn1nccc1C(=O)N=c1sc2c(C)ccc(OC)c2n1C | -5
CC(=O)Oc1ccccc1C(=O)Nc1ccc2c(c1)C(=O)N(C)c1ccccc1O2 | 27
Cn1ccnc1S(=O)(=O)C1CCNCC1 | -3
O=C(NCCOc1ccc2nnc(-c3cccc(F)c3)n2n1)c1ccc2c(c1)OCO2 | -17
CCOC(=O)N=S(=O)(Oc1ccc([N+](=O)[O-])cc1)c1ccccc1[N+](=O)[O-] (configuration not stated) | 13
CCOc1ccc2nc(N=Cc3nc(-c4ccccc4)oc3O)sc2c1 | -4
O=C1CC(NC(=O)CSc2ccc(F)cc2)CN1 (configuration not stated) | -11
COc1ccc(C=NNC(=O)c2nc(Cl)c(Cl)c(N)c2Cl)cc1COc1ccc(F)cc1F | -14
O=C(CCCN1C(=O)c2cccc3cccc(c23)C1=O)N1CCN(C/C=C/c2ccccc2)CC1 | -10&2
O=C(NN=Cc1ccc([N+](=O)[O-])o1)c1cn(-c2ccccc2)nc1-c1ccc(F)cc1 | 7
CCCN(CC1CC1)c1cccc(C(=O)O)n1 | -23
Cc1cc(F)ccc1S(=O)(=O)NCC[C@H](O)c1cccn1C | 4
O=C(COc1ccccc1F)NCC1CCN(c2ncccn2)CC1 | -9
COc1ccc(OCC(=O)Nc2ccc3c(c2)CC(=O)N3)cc1 | -19
N#CC(C#N)=Cc1cn(-c2ccccc2)nc1-c1cc2ccccc2o1 | -15
COC(=O)c1ccc(C(=O)NCc2nc(-c3cccn3C)no2)cc1 | 9
COc1ccc(OC)c(COCC(O)CN2CC(C)CC(C)C2)c1 (configuration not stated) | -7
O=C(CSc1nnc(CNC(=O)C23CC4CC(CC(C4)C2)C3)n1CCc1ccccc1)Nc1ccccc1 | 8
Cc1ccc2nc(NC(=O)c3ccnn3C)sc2c1 | -3
Cn1cc(S(=O)(=O)Nc2nc3ccccc3nc2Nc2cccc3nsnc23)cn1 | -13
CON=CC(C#N)c1ncc(C(F)(F)F)cc1Cl (configuration not stated) | -16
COc1ccccc1Nc1nc(Nc2cc(C)cc(C)c2)nc(N2CCOCC2)n1 | 13
COc1ccccc1C=NNC(=O)C(=O)Nc1ccccc1OC(F)(F)C(F)F | -3
Cc1ccc(C#N)c(=O)n1C | 18
CCOC(=O)N1CCN(C(=O)CSc2nc3c(c(=O)n2Cc2ccccc2)SC(C)C3)CC1 (configuration not stated) | -5
COc1ccc(Nc2nnc(Cc3ccc(F)cc3)c(=O)[nH]2)c(OC)c1 | 7
Cc1cc(C)c2c(n1)nn1c(Nc3ccc(C)c(Cl)c3)cc(C)nc21 | 2
COc1ccc(C2CC(c3c(C)nc4ccc(Cl)cc4c3-c3ccccc3)=NN2C(=S)Nc2ccccc2)cc1 (configuration not stated) | 15
CC(=O)Nc1nc(CC(=O)N2CCN(S(C)(=O)=O)CC2)cs1 | -11
Cc1ccc(NC(=O)C(=O)NC[C@H](O)c2ccoc2)cc1F | 0
O=C1CN(C(=O)CN2CCCC2)[C@@H](c2ccccc2)c2cc(Br)ccc2N1 | 5
Cn1cc(-c2ccco2)nc1CCNC(=O)Nc1ccccc1Cl | 1
CC(=O)N1CCC(CSc2ccccn2)CC1 | -1
CC1CCCN(c2nc(Nc3cccc(F)c3)c3cnn(-c4ccccc4)c3n2)C1 (configuration not stated) | -6
Cc1nc(CSc2ncnc3sc4c(c23)CCC4)cs1 | -4
CC(C)NC(=O)Cn1c(-c2ccccn2)nc2ccccc21 | 0
O=C(Nc1nc2c(Cl)cccc2s1)c1cc(=O)c2ccccc2o1 | -4
COc1cccc2cc(C(=O)NCCCn3ncccc3=O)oc12 | -22
O=C(Nc1ccc2c(c1)CN(C(=O)c1ccco1)CC2)c1ccc(C(F)(F)F)cc1 | -5
CCc1ccc(S(=O)(=O)NCCN2CCN(c3ccccc3F)CC2)s1 | -5&-2
CCOC(=O)c1sc(NC(=O)c2ccc(S(=O)(=O)N(C)C)cc2)nc1-c1ccccc1 | -2
Cc1nc(OCC(=O)Nc2nc(-c3ccccc3)cs2)cc(-n2cccn2)n1 | -5

More entries
SMILES | SSB-PriA inh
CCOc1ccc(NC(=O)CC(NCCc2ccc(OC)cc2)C(=O)O)c([N+](=O)[O-])c1 (configuration not stated) | 7
CC(C)(C)c1cc(=O)n2[nH]cc(-c3ccc(F)cc3)c2n1 | -13
CCOC(=O)c1scc(-c2ccc(C)cc2)c1S(=O)(=O)Nc1cc(OC)ccc1OC | -10
CNC(=O)Cn1c(=O)c2c(N3CCN(C(=O)c4ccco4)CC3)ccnc2n(C)c1=O | -12
CC(C)(C)n1ncc2c(=O)n(CCC(=O)N3CCN(c4ccccc4)CC3)cnc21 | -1
O=C1CCC(=O)N1CC(=O)N1CCCSCC1CN1CCCC1 (configuration not stated) | 7
COc1ccc(CC(=O)N2CCN(c3cc(-n4ccnc4C)ncn3)CC2)cc1 | -17
Cc1nc2ccccc2c(=O)n1N=Cc1cn[nH]c1-c1ccccc1 | -8
Cc1cccc(Cn2cccc(C(=O)Nc3cc(C)ccc3C)c2=O)c1 | -16
O=C(NCc1nnc(SCc2cccc([N+](=O)[O-])c2)o1)c1cccc(C(F)(F)F)c1 | 11
Cc1ccc(COc2cn(CC(=O)Nc3cc(C)on3)c(C)cc2=O)cc1 | 0&18
Oc1c(Br)cccc1C=Nc1ncn[nH]1 | -7
O=C(O)c1cc(-c2ccc(C=NNc3ccc(Cl)cc3)o2)ccc1Cl | -4
CCOc1ccc(Nc2nc(C(=O)Nc3nc4ccc(C)cc4s3)cs2)cc1 | -2
CCn1c(SCC(=O)Nc2ccccc2)nc2c1c(=O)[nH]c(=O)n2C | -24
COc1ccc(Cn2ccnc2SCC(=O)Nc2cc(C(F)(F)F)ccc2Cl)cc1 | -1&3
O=C(Nc1ccccc1C(F)(F)F)N1CCC(c2nnc(-c3ccco3)o2)CC1 | -19
COc1ccc2cc(C(=O)NCc3nn(C)c(=O)c4ccccc34)[nH]c2c1 | -16
CN(C)S(=O)(=O)c1ccc(NC(=O)Cn2cncn2)cc1 | -7
COc1cccc(NC(=O)Nc2ccccc2-c2csc(C)n2)c1OC | -8
Cc1nc2ccccc2nc1SCC(=O)NC1CCCC(C)C1C (configuration not stated) | 1
CS(=O)(=O)N1CCC(C(=O)Nc2nc3cc4c(cc3s2)OCO4)CC1 | -2
CCN(CC)CCn1c2c(c(SCC(=O)Nc3ccc(F)cc3F)nc1=O)CCCC2 | 8
Cc1ccc2[nH]c3c(=O)n(CCC(=O)NC4CC4)cnc3c2c1 | -4
O=C(NCc1ccccn1)C1CCN(c2ccc(Sc3cccc(F)c3)nn2)CC1 | -32
Cc1ccc(N(Cc2ccco2)C(=O)COc2c(Cl)cc(Cl)cc2Cl)cc1 | -14
COc1ccc(S(=O)(=O)NCCCn2nc(-c3ccccc3)ccc2=O)cc1OC | 1
COc1ccc2nc(-c3ccc(Cl)c(NC(=O)Cc4ccccc4)c3)cn2n1 | -11
Cc1ccc(C)c(S(=O)(=O)NC(C)C(=O)Nc2ccccc2F)c1 (configuration not stated) | -7
Cc1onc(-c2c(Cl)cccc2Cl)c1C(=O)NC(=N)N1CC(C)OC(C)C1 (configuration not stated) | -2
COc1ccc(NC(=O)CC(C)=NNC(=O)c2cnccn2)cc1 | -14
Cc1cc(C=NNC(=O)c2cccs2)c(C)n1-c1ccccc1 | -2
C=CCn1c(=NC(=O)c2ccc(C(C)=O)cc2)sc2cc3c(cc21)OCO3 | -5
C/C(=N/N)c1c(-c2ccccc2)c2cc(C)ccc2[nH]c1=O | -6
Cc1ccc2nc(C3CCCN3)[nH]c2c1 (configuration not stated) | 6
O=C(c1cncc(Br)c1)N1CCN(Cc2nc3ccccc3n2Cc2ccccc2)CC1 | -19
O=C(Cc1cc(=O)[nH]c(SCc2cccc(Cl)c2)n1)NCc1ccc2c(c1)OCO2 | -7
O=S(=O)(Cc1nc(-c2cccc(C(F)(F)F)c2)no1)c1ccc(Cl)s1 | -9
CCc1nnc(NC(=O)c2ccc(-n3nncc3C)cc2)s1 | 3
CC1CCc2nc(NC(=O)C3CCCN3S(C)(=O)=O)sc2C1 (configuration not stated) | 6

An excerpt from above in order of SMILES length, highest first.
SMILES | SSB-PriA inh
Cc1noc(C)c1C(=O)N1CCC[C@H](Cc2nc(-c3cnccn3)no2)C1 | -13
COc1ccc(Cn2ccnc2SCC(=O)Nc2cc(C(F)(F)F)ccc2Cl)cc1 | -1&3
COc1ccc(CC(=O)N2CCN(c3cc(-n4ccnc4C)ncn3)CC2)cc1 | -17
Cc1cccc(Cn2cccc(C(=O)Nc3cc(C)ccc3C)c2=O)c1 | -16
Cc1nc2ccccc2c(=O)n1N=Cc1cn[nH]c1-c1ccccc1 | -8
COc1ccc(OC)c(COCC(O)CN2CC(C)CC(C)C2)c1 (configuration not stated) | -7
CN(CC#CCNC(=O)C(C)(C)C)Cc1ccccc1 | -4

(further entries)
SMILES | SSB-PriA inh
CN(CC(Cc1ccccc1)N(CC(Cc1ccccc1)N(CCC(C)(C)C)N=O)N=O)N=O (configuration not stated) | 6
Cc1ccc(N2CCCS2(=O)=O)cc1NC(=O)C(=O)NCCc1ccc(Cl)cc1 | -3
O=C(Nc1ccc(S(=O)(=O)Nc2nccs2)cc1)c1ccc2c(c1)OCCO2 | -25
Cc1noc(-c2cccn3c(CNC(=O)c4cc5ccccc5o4)nnc23)n1 | -7
O=C(COc1ccc(Br)cc1)NN=C1SCC(=O)N1c1ccc(F)cc1 | -11
Cc1ccc(C=NNC(=O)CCCOc2ccc(Cl)cc2Cl)cc1 | -7
COc1ccc(N2CCN(C(=O)c3ccc(=O)[nH]n3)CC2)cc1 | 10
O=C(O)c1ccc(CNS(=O)(=O)c2cccc(Cl)c2)cc1 | -12
O=C(CCc1ccccc1)Nc1ccc(S(=O)(=O)N2CCC(c3nc4ccccc4[nH]3)CC2)cc1 | -14
CC(Sc1ncc(-c2cccc(Br)c2)o1)C(=O)Nc1ccccc1 (configuration not stated) | -31
O=C(NC(=S)Nc1ccc(S(=O)(=O)N2CCOCC2)cc1)c1sc2ccccc2c1Cl | -14

Screening data as filed in PubChem.

Only part of the results is shown. The share of hits here may be higher or lower than overall.
